Compound activity as filed in PubChem BioAssay.
PAD4 FP inh: blocks human protein arginine deiminase 4. recombinant PAD4, RCA probe fluorescence polarization. inhibition, % at 6.36 µM. 330,000 compounds, 0.41% hits;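 active means percent inhibition above a cutoff equal to the mean of all tested compounds plus 3 SD, cut at about 15% in these data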;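 further: 0% = PAD4 with RCA probe and DMSO and 100% = probe without PAD4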
GSTO1 inh: counter-screen for RBBP9 inhibitors: inhibitors of human GSTO1; P78417; recombinant GSTO1, activity-based probe fluorescence polarization; inhibition, % at 5.96 µM; 300,000 compounds, 1.1% hits; AID 1974;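 active means inhibition above the campaign mean inhibition plus 3 SD, cut at about 35% in these data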;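 further: 0% = GSTO1-1 with DMSO and 100% = wells lacking GSTO1-1 enzyme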
Target sequence (P78417 whole entry, looked up): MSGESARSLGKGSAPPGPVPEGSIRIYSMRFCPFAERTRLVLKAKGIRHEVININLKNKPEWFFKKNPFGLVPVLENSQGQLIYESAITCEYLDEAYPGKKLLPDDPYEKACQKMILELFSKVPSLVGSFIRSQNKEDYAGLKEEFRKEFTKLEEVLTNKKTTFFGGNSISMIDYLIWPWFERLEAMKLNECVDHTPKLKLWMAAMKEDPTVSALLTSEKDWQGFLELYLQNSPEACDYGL
LYPLA2 inh: counter-screen for PME1 inhibitors: inhibitors of human LYPLA2; 320,000 compounds, 0.38% hits; recombinant LYPLA2, FP-Rh probe fluorescence polarization; O95372; inhibition, % at 5.9 µM;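 active means inhibition above the screen-wide mean plus 3 SD, limit set per campaign, cut at about 26% in these data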;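 further: 0% = LYPLA2 with DMSO and 100% = wells lacking LYPLA2 enzyme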
PREPL inh: inhibits the human prolyl oligopeptidase-like enzyme; Q4J6C6; recombinant PREPL, fluorescence polarization activity-based probe; inhibition, % at 5.96 µM; 320,000 compounds, 0.68% hits; in the data active means inhibition above about 43%;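 further: 0% = enzyme with DMSO and 100% = wells lacking enzyme; many of its hits are not listed in these tables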
Target sequence (Q4J6C6 whole entry, looked up): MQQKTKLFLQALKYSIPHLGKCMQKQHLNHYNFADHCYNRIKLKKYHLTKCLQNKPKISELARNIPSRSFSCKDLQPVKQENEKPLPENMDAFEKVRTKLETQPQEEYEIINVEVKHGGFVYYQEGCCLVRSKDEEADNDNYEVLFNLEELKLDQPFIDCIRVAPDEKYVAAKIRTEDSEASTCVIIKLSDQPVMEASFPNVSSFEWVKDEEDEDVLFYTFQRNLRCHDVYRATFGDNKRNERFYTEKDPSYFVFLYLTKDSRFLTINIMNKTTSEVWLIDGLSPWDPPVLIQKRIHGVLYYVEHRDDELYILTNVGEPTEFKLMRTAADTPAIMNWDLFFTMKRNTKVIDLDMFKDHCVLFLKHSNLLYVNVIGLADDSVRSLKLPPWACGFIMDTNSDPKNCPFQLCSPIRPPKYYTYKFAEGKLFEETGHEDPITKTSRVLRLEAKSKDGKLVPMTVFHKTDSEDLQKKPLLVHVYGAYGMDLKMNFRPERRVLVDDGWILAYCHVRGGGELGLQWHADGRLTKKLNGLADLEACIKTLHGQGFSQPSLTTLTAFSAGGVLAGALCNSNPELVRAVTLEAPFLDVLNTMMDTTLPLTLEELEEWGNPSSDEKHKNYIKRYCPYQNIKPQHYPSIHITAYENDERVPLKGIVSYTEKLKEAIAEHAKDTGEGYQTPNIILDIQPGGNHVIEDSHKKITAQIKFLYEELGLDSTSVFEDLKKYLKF
PME-1 primary: blocks human protein phosphatase methylesterase 1; recombinant PME-1, FP-Rh probe fluorescence polarization; inhibition, % at 5.9 µM; 320,000 compounds, 0.53% hits; AID 2130;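 active means inhibition above the campaign mean of all compounds plus 3 SD, cut at about 26% in these data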;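 further: competitive labeling of PME-1 active site by serine hydrolase directed probe; 0% = PME-1 with DMSO and 100% = wells lacking PME-1 enzyme; inhibitors block probe labeling so polarization falls and inhibition rises; many of its hits are not listed in these tables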
PAFAH1B2 inh: PAFAH1B2 (human) inhibition; recombinant PAFAH1B2, FP-rhodamine activity probe, fluorescence polarization; inhibition, % at 3.39 µM; AID 492953; P68402; 340,000 compounds, 1.2% hits;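 active means inhibition above the mean of all tested compounds plus 3 SD, cut at about 24% in these data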;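 further: 0% = enzyme with DMSO and 100% = wells lacking PAFAH1B2; many of its hits are not listed in these tables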
PAFAH1B3 inh: PAFAH1B3 (human) inhibition. Q15102. recombinant PAFAH1B3, FP-rhodamine probe, fluorescence polarization. inhibition, % at 3.39 µM. 340,000 compounds, 0.28% hits. AID 492972;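 active means inhibition above the screen-wide average of all tested compounds plus 3 SD, cut at about 25% in these data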;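 further: 0% = enzyme with DMSO only and 100% = wells lacking PAFAH1B3 protein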
pPAFAH inh: inhibitors of human plasma PAF acetylhydrolase (pPAFAH). recombinant pPAFAH, FP-rhodamine probe fluorescence polarization. inhibition, % at 3.39 µM. 330,000 compounds, 1.5% hits;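 active means inhibition above the mean inhibition across the screen plus 3 SD, cut at about 25% in these data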;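 further: inhibitors block binding of the rhodamine activity-based probe so polarization drops; 0% = enzyme with DMSO and 100% = wells lacking pPAFAH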
LYPLA1 counter: counter-screen for PME1 inhibitors: inhibitors of human LYPLA1; O75608; recombinant LYPLA1, FP-Rh probe fluorescence polarization; inhibition, % at 5.9 µM; 320,000 compounds, 0.16% hits;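 active means inhibition above the mean of all tested compounds plus 3 SD, set per campaign, cut at about 14% in these data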;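 further: inhibitors block serine hydrolase probe labeling of LYPLA1 so polarization falls; 0% = enzyme with DMSO and 100% = wells lacking LYPLA1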
Active calls of the source: *; . = not tested or not shown. Some of the compounds tested. The share of hits here may be higher or lower than overall.

no.	smiles	PAD4 FP inh	GSTO1 inh	LYPLA2 inh	PREPL inh	PME-1 primary
1	C/C(N)=C(/C#N)C(=O)CSc1nc2cc(Cl)ccc2c(=O)n1-c1ccc(C)cc1	-5	-26	-24	-13	-29
2	Cc1cccc(S(=O)(=O)Nc2ccc3c(c2)OCCO3)c1	-4	15	-9	11	0
3	NC(=O)c1nsc(C(=O)N(c2ccc(F)cc2)C(C(=O)NCC2CCCO2)c2c[nH]c3ccccc23)c1N (centres undefined)	-4	-4	-6	7	0
4	Nc1cc(=O)[nH]c(SCC(=O)c2ccc(O)cc2O)n1	0	5	15	-2	6
5	CCn1c(SCC(=O)Nc2c(C)n(C)n(-c3ccccc3)c2=O)nnc1-c1cccc(C)c1	1	3	-2	2	-1
6	Cc1[nH]c2ccccc2c1C(=O)CSC(=S)N(C)C1CCCCC1	-4	-11	-41	4	-20
7	CN(CCO)S(=O)(=O)c1ccc2c(c1)C(=NN)c1cc(S(=O)(=O)N(C)CCO)ccc1-2	-1	4	4	12	0
8	CCc1cccc(NC(=O)CCCn2c(=O)[nH]c3ccsc3c2=O)c1	0	-8	1	-2	3
9	CCCn1c(N2CCN(C(=O)/C=C/C(=O)O)CC2)nc2ccccc21	-1	1	-4	-15	0
10	CCCCCn1c(=O)c(C(=O)OCC)c(O)c2ccccc21	4	-1	1	16	-6

no.	PAFAH1B2 inh	PAFAH1B3 inh	pPAFAH inh	LYPLA1 counter
1	-16	-28	5	-10
2	8	9	0	-3
3	-2	-6	0	-3
4	6	1	3	2
5	3	6	5	-2
6	-2	5	-9	-16
7	6	9	10	-1
8	5	1	7	0
9	4	16	4	-5
10	2	16	-5	3

Records 1 to 2, quoted:
no.	smiles	PAD4 FP inh	GSTO1 inh	LYPLA2 inh	PREPL inh	PME-1 primary
1	C/C(N)=C(/C#N)C(=O)CSc1nc2cc(Cl)ccc2c(=O)n1-c1ccc(C)cc1	-5	-26	-24	-13	-29
2	Cc1cccc(S(=O)(=O)Nc2ccc3c(c2)OCCO3)c1	-4	15	-9	11	0

no.	PAFAH1B2 inh	PAFAH1B3 inh	pPAFAH inh	LYPLA1 counter
1	-16	-28	5	-10
2	8	9	0	-3

(cont.)
no.	smiles	PAD4 FP inh	GSTO1 inh	LYPLA2 inh	PREPL inh	PME-1 primary
11	Cc1cccc(NC(=O)C[n+]2ccccc2)c1	-4	12	-2	16	-2
12	CSc1ccc(/C=C/C(=O)OCC(=O)N2CCCCCC2)cc1	1	.	.	5	.
13	Cc1ccc(S(=O)(=O)Nc2ccc(N3CCOCC3)cc2)cc1	-1	3	8	10	3
14	O=C(CCN1C(=O)C2CC=CCC2C1=O)OCC(=O)c1ccc(F)cc1 (centres undefined)	-4	.	.	7	.
15	CCC(C)(C)C1CCC(=NNc2nc3ccccc3[nH]2)CC1 (centres undefined)	-2	11	1	29	-16
16	CC(=O)N1c2ccc(S(=O)(=O)NCCC(=O)N(C)C3CCCCC3)cc2CC1C (centres undefined)	-1	4	-1	-4	4
17	Oc1c(Br)cc(/C=N/n2c(-c3ccccc3)n[nH]c2=S)c(Br)c1O	6	-26	6	25	-8
18	COC(=O)c1sccc1NC(=O)CC1C(=O)NCCN1C(=O)Nc1cc(Cl)ccc1OC (centres undefined)	2	-1	3	-9	-1
19	O=C(Nc1ccc(N2CCOCC2)cc1)c1cccc(S(=O)(=O)N2CCCC2)c1	1	-3	3	3	-1
20	c1ccc2c(c1)CCN(C1CCCCC1)C2	-1	0	4	8	4

no.	PAFAH1B2 inh	PAFAH1B3 inh	pPAFAH inh	LYPLA1 counter
11	3	6	-3	0
12	6	6	9	.
13	2	3	4	0
14	1	2	13	.
15	10	-6	5	0
16	4	4	2	-2
17	.	.	88*	-8
18	.	.	6	2
19	4	8	3	-2
20	0	2	9	8

An excerpt from above in order of SMILES length, smallest number first:
no.	smiles	PAD4 FP inh	GSTO1 inh	LYPLA2 inh	PREPL inh	PME-1 primary
15	CCC(C)(C)C1CCC(=NNc2nc3ccccc3[nH]2)CC1 (centres undefined)	-2	11	1	29	-16
13	Cc1ccc(S(=O)(=O)Nc2ccc(N3CCOCC3)cc2)cc1	-1	3	8	10	3
14	O=C(CCN1C(=O)C2CC=CCC2C1=O)OCC(=O)c1ccc(F)cc1 (centres undefined)	-4	.	.	7	.
18	COC(=O)c1sccc1NC(=O)CC1C(=O)NCCN1C(=O)Nc1cc(Cl)ccc1OC (centres undefined)	2	-1	3	-9	-1

no.	PAFAH1B2 inh	PAFAH1B3 inh	pPAFAH inh	LYPLA1 counter
15	10	-6	5	0
13	2	3	4	0
14	1	2	13	.
18	.	.	6	2

The list goes on.
no.	smiles	PAD4 FP inh	GSTO1 inh	LYPLA2 inh	PREPL inh	PME-1 primary
21	COCCn1c(SCC(=O)Nc2ccc3c(c2)OCCO3)nc2c(c1=O)SC(C)C2 (centres undefined)	0	20	1	3	-1
22	Cc1ccc(-c2csc3ncnc(-n4nc(C)cc4N)c23)cc1	0	6	-2	17	-3
23	CC1Cn2c(nnc2-c2ccc(F)cc2)S1 (centres undefined)	-4	5	4	0	2
24	O=C(COC(=O)c1ccccc1Oc1ccccc1)NCc1ccco1	-2	0	5	-12	-1
25	Oc1ccc(C(=S)N2CCN(Cc3ccccc3)CC2)cc1	-1	9	3	0	0
26	COc1ccc(OC)c(-c2csc(NC(=O)Cc3ccccc3)n2)c1	-1	1	-7	6	2
27	CCOC(=O)[C@@H]1[C@H]2COc3ccc(Br)cc3[C@@H]2N2C(=O)N(c3cccc(F)c3)C(=O)[C@]12C	4	17	-1	-36	0
28	COc1ccc(NC(=O)CC(c2ccco2)C(C)C)cc1 (centres undefined)	4	0	-10	19	-5
29	CS(=O)(=O)N(CC(=O)NCc1ccncc1)c1cc(Cl)ccc1Cl	0	-7	-6	-5	-2
30	Cc1cc(Br)ccc1S(=O)(=O)NCc1ccccc1	4	5	-3	-15	-1

no.	PAFAH1B2 inh	PAFAH1B3 inh	pPAFAH inh	LYPLA1 counter
21	4	0	-1	-3
22	4	0	0	-9
23	0	-1	5	2
24	1	-10	21	-1
25	2	-2	-3	-1
26	-4	-2	19	-5
27	2	-3	-1	-4
28	9	6	1	-5
29	2	15	4	-2
30	19	3	11	-1

Next entries.
no.	smiles	PAD4 FP inh	GSTO1 inh	LYPLA2 inh	PREPL inh	PME-1 primary
31	COC(=O)c1cccc(NC(=O)c2cnoc2C)c1	-1	2	-6	7	-10
32	O=C(Nc1ccc(F)cc1)N1CCN(c2ccc(F)cc2)CC1	-2	5	-3	15	-6
33	CC(=O)Nc1ccc(C(=O)CSc2nnc(-c3ccc(O)cc3)n2CC2CCCO2)cc1 (centres undefined)	-5	3	7	0	0
34	O=C(O)c1ccccc1N1C(=O)c2cccc3cccc(c23)C1=O	2	-1	1	-13	2
35	O=C(COC(=O)c1ccc(Cl)cc1O)Nc1cccnc1Cl	-2	3	3	0	0
36	Cc1cc(C)cc(N(CCC#N)C(=O)CN2C(=O)NC3(CCCC3)C2=O)c1	0	0	3	-5	0
37	CCCC(=O)Nc1ccc(C(=O)O)cc1NC(=O)CCC	1	1	1	-1	-4
38	CC1Cc2cc(S(=O)(=O)N3CCC(C(=O)N4CCCCC4)CC3)ccc2N1C(=O)C1CC1 (centres undefined)	-4	4	5	1	3
39	O=C(CN1C(=O)C2CCCCC2C1=O)N1CCN(c2ccccc2)CC1 (centres undefined)	1	22	-1	12	-10
40	CCn1cc(C(=O)NCCC(=O)NC(C)C)c(=O)c2cc3c(cc21)OCO3	-1	0	7	6	-4

no.	PAFAH1B2 inh	PAFAH1B3 inh	pPAFAH inh	LYPLA1 counter
31	2	2	3	-5
32	5	7	-4	0
33	1	3	3	3
34	6	5	5	0
35	-1	0	7	-2
36	-2	5	2	3
37	6	5	5	1
38	-1	6	0	11
39	2	12	0	-1
40	4	3	8	0

(next part)
no.	smiles	PAD4 FP inh	GSTO1 inh	LYPLA2 inh	PREPL inh	PME-1 primary
41	CN(C)CCN1CC(C(=O)O)CC1=O (centres undefined)	0	2	14	4	-3
42	Cn1cccc1/C=C1\SC(=S)N(NC(=O)c2ccc(Cl)cc2)C1=O	-18	-5	-4	-3	-4
43	COCCCNc1oc(/C=C/c2ccccc2)nc1C#N	0	-1	0	12	5
44	Nc1c(N=Nc2cccc(Cl)c2)c(=O)[nH]n1-c1ccccc1	0	3	3	13	14
45	COc1cccc(/C=C/C(=O)OCC(=O)NCCc2ccccc2)c1	-2	8	0	0	-1
46	CC(=O)Nc1ccc(S(=O)(=O)NCCC(=O)OCC(=O)c2ccc(Br)cc2)cc1	-3	-3	3	5	3
47	Cc1csc(NC(=O)CCC(=O)c2cccs2)n1	2	3	4	0	0
48	CC12CCC(=O)N1C(C(=O)NNC(=O)c1ccc(F)cc1)CS2 (centres undefined)	-7	3	0	11	0
49	O=S1(=O)[C@H]2CC3O[C@]2(C[C@@H]3c2ccc(F)cc2)CN1Cc1ccc(Cl)cc1	3	-7	3	-108	-4
50	Cc1[nH]n(-c2ccc([N+](=O)[O-])cc2)c(=O)c1C=NCCN1CCN(C(=O)c2ccccc2)CC1	-8	-4	2	-9	-6

no.	PAFAH1B2 inh	PAFAH1B3 inh	pPAFAH inh	LYPLA1 counter
41	4	10	10	0
42	2	-2	3	1
43	3	-5	3	4
44	3	-5	7	0
45	-2	4	5	-3
46	12	1	11	-1
47	4	3	12	0
48	4	5	-2	-1
49	6	-2	1	0
50	1	-3	-1	-3

Next records follow.
no.	smiles	PAD4 FP inh	GSTO1 inh	LYPLA2 inh	PREPL inh	PME-1 primary
51	O=C(CSCc1ccc(Cl)cc1)N/N=C/c1c(Cl)cccc1Cl	5	-2	5	-49	2
52	O=[N+]([O-])c1ccc2nc(N3CCCC3)sc2c1	1	-3	-1	-2	6
53	COc1cccc(C2c3c(C)nn(-c4ccc([N+](=O)[O-])cc4)c3N=C3C(=O)Nc4ccccc4N32)c1 (centres undefined)	-4	13	-10	9	-3
54	O=C(NCc1ccc(F)cc1)C1CCCN(C(=O)Nc2ccccc2)C1 (centres undefined)	-3	-2	-1	-6	2
55	CNC(=O)c1c(NC(NC(=O)c2ccco2)C(=O)c2ccc(Cl)cc2)sc2c1CCCC2 (centres undefined)	2	15	-5	19	7
56	COc1ccc([C@]2(C(C)C)ON(c3ccccc3C(F)(F)F)C2=O)cc1	2	.	-7	-2	2
57	O=C(NC12CC3CC(CC(C3)C1)C2)c1ccc(N2CCNCC2)c([N+](=O)[O-])c1	5	-10	-5	-3	-1
58	COc1ccc(/C=C(\C#N)C(=O)OCC(=O)Nc2c(C)cccc2C)cc1	-6	-4	3	9	0
59	O=C(Nc1ccc(S(=O)(=O)NCc2ccco2)cc1)c1cccc(F)c1	-4	-9	2	-7	-10
60	COc1ccc(N(CC(=O)NC(C)c2ccccc2)S(=O)(=O)c2ccc(C)cc2)cc1 (centres undefined)	-6	0	-2	3	1
61	C=CCC[C@H](Cc1ccc(F)cc1)C(=O)OC[C@@H](Cc1c[nH]c2ccccc12)NC(=O)[C@H](CC=C)CC(=O)N[C@H](CO)Cc1ccccc1	-1	.	.	-15	.

no.	PAFAH1B2 inh	PAFAH1B3 inh	pPAFAH inh	LYPLA1 counter
51	0	6	8	1
52	12	13	-3	2
53	3	-6	1	-6
54	2	6	1	2
55	3	4	15	-3
56	2	1	1	-2
57	16	-2	-2	0
58	-5	8	2	-2
59	2	14	3	-5
60	4	2	-2	-7
61	3	-2	3	.
